mIAP inh: inhibitors of mouse IAP, primary screen, biochemical, luminescence, uHTS | hit rate 0.2% among 330,000 | purified mouse IAP, CDP-Star luminescence, 30 min | inhibition, % at 10 µM | AID 2806, 2010;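 active = inhibition of at least 40% at 10 µM in the primary screen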;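 also: plate controls were DMSO with enzyme for no effect and no enzyme wells for full effect; values of inactives mirror those of a sister screen read the other way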
hIAP block: human IAP inhibitors, primary screen, biochemical, luminescence, uHTS; Intestinal-type alkaline phosphatase (Homo sapiens), P09923; purified IAP, CDP-Star luminescence, 30 min; inhibition, % at 10 µM; hit rate 0.12% among 330,000;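 active = inhibition reaching a set limit with compound at 10 µM in the primary screen, cut at about 35% in these data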;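 also: plate controls were DMSO wells with enzyme for no effect and no-enzyme buffer wells for full effect; values of inactives mirror those of a sister screen read the other way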
Target sequence (P09923 whole entry, looked up): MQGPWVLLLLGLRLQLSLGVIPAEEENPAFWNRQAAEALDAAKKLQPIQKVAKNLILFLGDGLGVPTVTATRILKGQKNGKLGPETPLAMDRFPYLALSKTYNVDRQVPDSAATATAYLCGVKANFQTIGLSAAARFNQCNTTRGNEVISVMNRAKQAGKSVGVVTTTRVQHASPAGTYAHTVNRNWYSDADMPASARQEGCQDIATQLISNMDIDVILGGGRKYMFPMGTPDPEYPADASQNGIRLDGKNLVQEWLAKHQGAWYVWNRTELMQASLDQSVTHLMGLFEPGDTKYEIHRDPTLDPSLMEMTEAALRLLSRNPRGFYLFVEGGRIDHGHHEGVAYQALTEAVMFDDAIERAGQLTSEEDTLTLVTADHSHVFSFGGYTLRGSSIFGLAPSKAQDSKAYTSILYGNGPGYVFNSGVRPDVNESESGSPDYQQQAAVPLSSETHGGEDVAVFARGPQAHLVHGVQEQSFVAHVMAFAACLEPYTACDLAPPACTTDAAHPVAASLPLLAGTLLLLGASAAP
NLRP3 yeast inh: NALP3 inflammasome inhibitors in reconstituted yeast, primary screen, luminescence, uHTS. Yeast reconstituted NLRP3/ASC/caspase-1, beta-gal luminescence, 24 h. inhibition, % at 10 µM. hit rate 0.39% among 330,000. AID 2825, 2010;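 active = inhibition of 50% or more; inactive = inhibition below 50%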;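 also: plate controls were induced DMSO wells for no effect and uninduced yeast grown without galactose for full effect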
beta cell repl: inducers of MIN6 beta-cell proliferation, primary screen, ATP luminescence, uHTS; MIN6 cells proliferation, ATPlite luminescence, 48 h; cells starved in 0.2% serum; 100% = growth in 10% serum; proliferation, % at 10 µM; hit rate 0.29% among 330,000;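 active = compounds whose signal lies at least 3.5 SD above the mean of all wells on their plate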;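 also: 0% = DMSO-treated cells in low-serum medium and 100% = 10% serum control; some compounds called inactive have numbers as strong as hits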
APOBEC3G inh: APOBEC3G DNA deaminase inhibitors, primary screen, biochemical, fluorescence, single-stranded DNA substrate, uHTS. hit rate 0.28% among 330,000. DNA dC->dU-editing enzyme APOBEC-3G (Homo sapiens), Q9HC16. inhibition, % at 20 µM. recombinant A3G, ssDNA deamination FAM/TAMRA fluorescence;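 active = inhibition of at least 40% at 20 µM, with no more than 30% in the related APOBEC3A deaminase screen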;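 also: plate controls were DMSO wells with A3G for no effect and wells lacking A3G enzyme for full effect; some compounds called inactive have numbers as strong as hits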
Target sequence (Q9HC16 whole entry, looked up): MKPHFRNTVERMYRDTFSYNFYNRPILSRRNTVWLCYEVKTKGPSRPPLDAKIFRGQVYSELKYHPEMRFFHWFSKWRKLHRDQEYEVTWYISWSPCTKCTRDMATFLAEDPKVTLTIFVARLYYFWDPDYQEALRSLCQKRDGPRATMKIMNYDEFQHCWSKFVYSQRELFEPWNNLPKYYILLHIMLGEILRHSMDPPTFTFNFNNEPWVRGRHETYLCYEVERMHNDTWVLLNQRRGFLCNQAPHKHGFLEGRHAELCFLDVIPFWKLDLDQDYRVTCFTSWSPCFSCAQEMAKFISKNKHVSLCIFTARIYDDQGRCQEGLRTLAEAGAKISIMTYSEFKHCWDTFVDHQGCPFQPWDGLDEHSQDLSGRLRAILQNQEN
A3A deaminase: APOBEC3A ssDNA deaminase inhibitors, primary screen, selectivity assay for APOBEC3G inhibitor project, biochemical, FAM/TAMRA oligo cleavage fluorescence. DNA dC->dU-editing enzyme APOBEC-3A (Homo sapiens), P31941. recombinant A3A, FAM/TAMRA ssDNA deamination fluorescence. inhibition, % at 20 µM. hit rate 0.41% among 330,000. AID 493011, 2011;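 active = at least 40% inhibition at 20 µM here, with at most 30% in a related deaminase screen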;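 also: plate controls were A3A with DMSO for no effect and wells lacking A3A enzyme for full effect; some results filed as inactive read as strong as hits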
TIM10 inh: growth inhibitors of isogenic TIM10 control yeast, primary screen, counter-screen for tim10-1 yeast inhibitor project, luminescence, uHTS; S. cerevisiae TIM10 strain growth, BacTiter-Glo luminescence, 24 h; inhibition, % at 10 µM; hit rate 1.4% among 330,000; AID 463195, 2010;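 active = inhibition of 40% or more at the single tested concentration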;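 also: wild-type TIM10 isogenic control strain grown at permissive 25 °C; 0% = DMSO yeast wells and 100% = minimal medium wells without yeast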
tim10-1 inh: growth inhibitors of tim10-1 mutant yeast, primary screen, luminescence, uHTS | S. cerevisiae tim10-1 ts strain growth, BacTiter-Glo, 24 h | inhibition, % at 20 µM | hit rate 2.2% among 330,000;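 active = inhibition of at least 40%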;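 also: mutant grown at 25 °C; 0% = DMSO wells with yeast and 100% = wells holding no yeast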
mIAP act: activators of mouse IAP, primary screen, biochemical, luminescence, uHTS; hit rate 0.24% among 330,000; muIAP, CDP-Star luminescence, 30 min; hits give high values; 1 = vehicle-only enzyme signal, 0 = enzyme-free wells; intestinal alkaline phosphatase [Mus musculus]; AID 2805, 2010; activation factor at 10 µM;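 active = activation factor of at least 2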; also: the source names both 10 and 20 µM as test concentration; values of inactives mirror those of a sister screen read the other way
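System: mouse IAP enzyme. Reagent: CDP-Star chemiluminescent phosphatase substrate. Benchmarks: DMSO wells, no-enzyme wells. Times: 30 min enzyme-substrate-compound incubation at room temperature. Detection: luminescence from enzymatic CDP-Star hydrolysis. Doses: test compounds delivered from DMSO solution.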
* = called active by the depositor; · = not tested or not shown.

SMILES	mIAP inh	hIAP block	NLRP3 yeast inh	beta cell repl	APOBEC3G inh	A3A deaminase	TIM10 inh	tim10-1 inh	mIAP act
COCc1nnc(NC(=O)c2ccc(NC(C)=O)cc2)s1	7	-16	4	-3	-3	1	4	10	0.93
N=c1c(C(=O)NC2CCCC2)cc2c(=O)n3ccccc3nc2n1CC1CCCO1 (stereo not given)	4	-2	24	-2	-3	-1	8	-31	0.96
Cc1cccc2c1NC1(CCCC1)CC2C (stereo not given)	-2	-6	16	-2	-8	-6	0	16	1
CCOC(=O)C1CCCN(c2nc3ccccc3nc2C(C#N)C(=O)OCCOC)C1 (stereo not given)	7	-10	10	-4	0	4	3	33	0.93
COc1ccc(/C=N/NC(=O)C(=O)N2CCCC2)cc1	-3	-2	13	1	-8	-4	3	2	1
CN(C)S(=O)(=O)c1cccc(NC(=O)c2ccc3c(c2)OCCO3)c1	0	-19	3	-3	-13	-3	11	13	0.99
O=S(=O)(Nc1cc(Cl)ccc1-n1cncn1)c1ccccc1Cl	-5	2	3	-2	-4	0	8	13	1.1
CCN(CC)C(=O)Cn1c(=O)n(Cc2ccc(F)cc2)c(=O)c2sccc21	20	-11	19	-1	-1	-4	-1	20	0.8
C#CCOCCOCCOCCNc1nc(N2CCN(C(=O)[C@H](Cc3ccc(O)cc3)n3cc([C@@H](N)C(C)CC)nn3)CC2)nc(N2CCN(C(=O)[C@H](Cc3cc4ccccc4[nH]3)n3cc([C@@H](N)CC(C)C)nn3)CC2)n1 (stereo not given in full)	-34	-19	15	7	-3	-1	5	6	1.3
CCc1ccc(NC(=O)c2ccc(NC(=O)C3CCCO3)cc2)cc1 (stereo not given)	6	10	3	1	-5	-4	2	3	0.94
CC(=O)NS(=O)(=O)c1ccc(NC(=S)NC(=O)COc2ccccc2C)cc1	4	-2	8	-1	0	-2	-2	21	0.96
Cc1ccc(C(=O)NCc2cccnc2)cc1S(=O)(=O)N1CCCCCC1	9	5	12	-5	-6	-5	-6	-2	0.91
O=C1C(c2ccnc3ccccc23)=C(O)c2ccccc21	9	24	10	-5	-2	2	55*	13	0.91
CC(C)Cc1nnc(NC(=O)C2CC(=O)N(Cc3ccccc3)C2)s1 (stereo not given)	10	2	-2	2	-6	-2	16	9	0.9
O=C(O)CCCn1c(=O)[nH]c2ccccc2c1=O	11	11	2	-1	-7	-5	11	2	0.89
Cc1ccc(S(=O)(=O)Oc2ccc(C3C4=C(CCCC4=O)N(CCC(=O)O)C4=C3C(=O)CCC4)cc2Cl)cc1	-1	5	-12	-2	-6	-3	7	10	1
COc1ccc(Cc2nc(C(=O)Nc3ccccc3)cs2)cc1	2	-3	25	-1	-3	-3	35	10	0.98
Cc1cccc(/C=N/NC(=O)c2cc(C)nc3ccccc23)n1	-2	-18	15	-3	0	3	1	-17	1
O=P(/C(=N/O)Sc1ccccc1)(N1CCOCC1)N1CCOCC1	3	4	2	-3	-11	-4	8	7	0.97
Cc1ccc(NC(=O)C2Cc3ccccc3CN2C(=O)c2ccco2)cc1S(=O)(=O)N(C)C (stereo not given)	-7	2	7	-1	-6	-1	0	1	1.1
Cn1c(SCC(=O)C(C)(C)C)nnc1-c1ccc(F)cc1	-8	-1	11	-2	-6	-2	0	9	1.1
COc1ccc(OC)c(C2=NS(=O)(=O)N(C)C(C(=O)Nc3ccc(F)cc3F)=C2)c1	5	17	9	-2	-4	-4	-4	42*	0.95
COc1ccc(C(=O)NC2(C(F)(F)F)NC(=O)N(CCCc3ccccc3)C2=O)cc1OC (stereo not given)	3	-19	15	-4	1	3	-4	-2	0.97
CCN(CC)C(=O)CSc1nnc([C@H](CCSC)NC(=O)OC(C)(C)C)o1	8	22	1	2	-5	0	9	6	0.92
O=C(CSc1nnc(Cc2cccs2)n1-c1ccc(Cl)cc1)NCc1ccc2c(c1)OCO2	-16	-2	-2	5	-4	-3	16	15	1.2
Cc1nc(SCC(=O)NC2CCCCC2C)c(C#N)c(C)c1C (stereo not given)	-7	21	5	3	-5	-2	8	11	1.1
Cc1c(Cc2ccccc2)c(=O)oc2cc(OC(=O)c3ccccc3)ccc12	5	-12	14	0	-1	-4	18	16	0.95
COc1ccc(CNC(=O)c2ccc(Cn3nc(C)cc3C)o2)cc1	-9	12	10	-2	-4	-4	-3	-3	1.1
COc1ccc(C(=O)N2CCn3c(C)ccc3C2C)cc1 (stereo not given)	4	6	23	-3	-7	-5	18	-5	0.96
CC[C@]12c3[nH]c4ccc(OC)cc4c3CCN1C(=O)C(CC(=O)NCC13CC4CC(CC(C4)C1)C3)C[C@@H]2C(=O)N1CCN(C(=O)c2ccco2)CC1 (stereo not given in full)	-9	·	·	·	1	-2	-3	22	1.1
COCCN1C(=O)/C(=C/c2ccc(Oc3ccc([N+](=O)[O-])cn3)c(OC)c2)SC1=Nc1ccccc1	2	2	5	-4	-7	-2	-11	-10	0.98
CC(C)(C)N1[C@@H](CC(=O)O)c2cc(C(F)(F)F)ccc2S1(=O)=O	2	2	6	0	0	1	-9	-19	0.98
Cc1nn(CC(=O)NCCc2cccs2)c(=O)c2cc3ccccc3n12	-1	-2	-4	1	1	0	-13	5	1
Cc1cc(C)cc(-n2ccnc2SCC(=O)c2c(N)n(C3CC3)c(=O)[nH]c2=O)c1	-10	11	8	-2	-4	1	5	-15	1.1
Cc1ccc(/C=C2/NC(=O)N(Cc3ccc(Br)cc3)C2=O)o1	19	-21	17	0	0	4	-17	15	0.81
Cc1ccc(S(=O)(=O)N2CCC(C(=O)OCC(=O)N(C)Cc3ccccc3)CC2)cc1C	-4	-24	11	-3	-13	-3	19	17	1
O=C(CN1CCCC1)NCC1(c2ccccc2)CCOCC1	-10	-18	3	-2	-6	-3	-12	-19	1.1
COc1ccc(-c2cc3nc(C)n(N)c(=O)c3s2)cc1	-8	-6	39	-6	-8	-3	58*	65*	1.1
CC(NC(=O)C(=O)NCCN1CCN(C(=O)c2ccc([N+](=O)[O-])cc2)CC1)c1ccccc1 (stereo not given)	-3	-14	11	-2	-10	0	-6	2	1
CC(C)c1nnc(NC(=O)c2cccc(-n3cnnn3)c2)s1	0	-6	1	-2	0	-1	6	-2	1

Whole records, quoted from the list. Screens in order: mIAP inh, hIAP block, NLRP3 yeast inh, beta cell repl, APOBEC3G inh, A3A deaminase, TIM10 inh, tim10-1 inh, mIAP act
Results for `Cc1ccc(/C=C2/NC(=O)N(Cc3ccc(Br)cc3)C2=O)o1` : 19, -21, 17, 0, 0, 4, -17, 15, 0.81
Results for `CCN(CC)C(=O)CSc1nnc([C@H](CCSC)NC(=O)OC(C)(C)C)o1` : 8, 22, 1, 2, -5, 0, 9, 6, 0.92
Results for `COCCN1C(=O)/C(=C/c2ccc(Oc3ccc([N+](=O)[O-])cn3)c(OC)c2)SC1=Nc1ccccc1` : 2, 2, 5, -4, -7, -2, -11, -10, 0.98
Results for `O=C(CN1CCCC1)NCC1(c2ccccc2)CCOCC1` : -10, -18, 3, -2, -6, -3, -12, -19, 1.1
Results for `Cc1ccc(S(=O)(=O)N2CCC(C(=O)OCC(=O)N(C)Cc3ccccc3)CC2)cc1C` : -4, -24, 11, -3, -13, -3, 19, 17, 1

Reprinted at random: four compounds from above
SMILES	mIAP inh	hIAP block	NLRP3 yeast inh	beta cell repl	APOBEC3G inh	A3A deaminase	TIM10 inh	tim10-1 inh	mIAP act
CC(C)c1nnc(NC(=O)c2cccc(-n3cnnn3)c2)s1	0	-6	1	-2	0	-1	6	-2	1
CCN(CC)C(=O)CSc1nnc([C@H](CCSC)NC(=O)OC(C)(C)C)o1	8	22	1	2	-5	0	9	6	0.92
Cc1nc(SCC(=O)NC2CCCCC2C)c(C#N)c(C)c1C (stereo not given)	-7	21	5	3	-5	-2	8	11	1.1
COc1ccc(OC)c(C2=NS(=O)(=O)N(C)C(C(=O)Nc3ccc(F)cc3F)=C2)c1	5	17	9	-2	-4	-4	-4	42*	0.95

(further entries)
SMILES	mIAP inh	hIAP block	NLRP3 yeast inh	beta cell repl	APOBEC3G inh	A3A deaminase	TIM10 inh	tim10-1 inh	mIAP act
CCCCNC(=O)CCn1nc(-c2ccc(Cl)cc2)ccc1=O	-8	4	22	-1	1	0	1	17	1.1
COc1ccc(C(=O)N2CCN(CCNC(=O)C(=O)Nc3ccc(Br)cc3)CC2)cc1	8	0	14	-1	-2	-1	18	5	0.92
Cc1c(Cl)cccc1NC(=O)Cn1c(CCC(=O)O)ccc1-c1ccccc1	-8	3	7	0	-7	-1	-3	13	1.1
Cn1ccc(CC(=O)N2CCC(N3CCC(C(=O)N4CCCC4)CC3)CC2)c1	0	0	6	-3	-1	1	3	-1	1
CC1=CC(C#N)(C#N)C(C#N)(C#N)C(c2ccccc2)N1 (stereo not given)	7	3	-2	-1	0	-1	10	3	0.93
Cc1ccc2nc(NC(=O)C3CSC4(C)CCC(=O)N34)sc2c1 (stereo not given)	7	-20	-8	4	-2	1	-1	16	0.93
CCCC1C(=O)N(Cc2ccccc2)C(=O)CC1C (stereo not given)	0	3	6	-4	1	4	-21	2	1
C=CCn1c(SCC(=O)Nc2nc(C)cs2)nnc1C(C)NC(=O)c1ccccc1Cl (stereo not given)	-3	8	7	-1	-6	-2	-5	5	1
Cc1ccc(C(C)C)c(OCCCN2C(=O)NC(C)(C)C2=O)c1	-5	-1	0	-1	-6	-2	7	43*	1
CC(=O)Nc1ccc(N=Cc2ccc[nH]2)cc1	-3	-6	13	-5	-6	-3	2	-27	1
NNC(=O)c1ccc(COc2cccc3ccccc23)cc1	7	1	50	-3	-6	-4	-12	19	0.93
CN1CCN(CC#CCC(O)(c2ccccc2)c2ccccc2)CC1	1	6	13	-2	-4	2	10	-10	0.99
CCOC(=O)N1CCN(CC(=O)c2ccc(O)cc2O)CC1	1	-28	4	1	-2	-7	7	3	0.99
C=CCC[C@@H](Cc1ccc(F)cc1)C(=O)OC[C@@H](NC(=O)[C@H](CC=C)CC(=O)N(CCO)Cc1ccccc1)c1ccccc1	-8	-75	17	-6	15	1	24	17	1.1
CCCn1cnc2scc(-c3ccc(OC)cc3)c2c1=O	-17	10	25	-2	-4	-8	3	6	1.2
CCO[C@@H]1OC(C(=O)N2CCN(Cc3ccc4c(c3)OCO4)CC2)=C[C@H](C2CCCCC2)[C@H]1CCCO	-6	2	20	-8	-4	-2	11	26	1.1
CC1=CC(C)(C)N=C(Nc2nc(C)c3cc(C)cc(C)c3n2)N1	14	-14	25	-6	-10	8	1	11	0.86
O=S(=O)(c1ccc(-c2ccon2)s1)N1CCOCC1	-8	-15	5	0	-9	-4	6	0	1.1
CCCCn1c(N)c(N(CC(C)C)C(=O)c2ccc(-n3c(C)ccc3C)cc2)c(=O)[nH]c1=O	-1	10	25	-1	-8	2	3	-7	1
